# Screening results: PubChem, Sanford-Burnham Center for Chemical Genomics
# NOD1 inhibition: inhibition of NOD1-driven NF-kB reporter – cell-based, luminescence, uHTS, primary screen (AID 1578) | 290,000 tested, 1% active | inhibition, % at 4 µM, or EC50 in µM where a hit was titrated | NOD1-driven NF-kB luciferase reporter cells, luminescence; higher % means a stronger effect; in the data active means inhibition mostly above about 36%, no sharp cut-off; inactive means mostly below about 34%;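 further: HEK-293T reporter cells stimulated with the NOD1 agonist gamma-tri-DAP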
# AID2073: disruptors of CaV2.2 binding to Mint1 – biochemical, HTRF (AID 2073) | HTRF protein-protein interaction, Mint1-CaV2.2; higher % means a stronger effect | one-dose inhibition, % at 20 µM; IC50 in µM for titrated hits | 290,000 tested, 0.19% active; in the data active means inhibition mostly above about 51%, no sharp cut-off; further: some results filed as inactive read as strong as hits
# KOR beta-arrestin-1: KOR antagonists, beta-arrestin recruitment, cell-based, luminescence, uHTS (AID 1778); KOR beta-arrestin recruitment, luminescence, antagonist mode; higher % means a stronger effect; inhibition, % at 10 µM, or IC50 in µM where a hit was titrated; 290,000 tested, 0.091% active; in the data active means inhibition above about 50%; further: strong numbers were not always called active
# Siah-1 displacement: Siah-1 peptide-binding antagonists, primary screen, biochemical, fluorescence polarization, rhodamine-plectin, uHTS (AID 1817); Siah-1 / rhodamine-plectin peptide fluorescence polarization; higher % means a stronger effect; displacement, % at 20 µM; hits with a dose series show IC50 in µM; 290,000 tested, 0.02% active;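 active means displacement of at least 50% at 20 µM, with a fluorescence ratio check between 0.3 and a set limit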;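 further: plate controls were Siah plus tracer with DMSO for no effect and tracer alone without Siah for full effect; strong numbers were not always called active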
# GPR35 arrestin U2OS: inhibition of zaprinast-stimulated GPR35 beta-arrestin translocation – imaging, U2OS, beta-arrestin-GFP, zaprinast agonist, primary screen (AID 2058) | 290,000 tested, 0.052% active | U2OS GPR35 beta-arrestin-GFP translocation imaging, zaprinast antagonism; higher % means a stronger effect | inhibition, % at 10 µM, or IC50 in µM where a hit was titrated;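 active means inhibition of at least 50% with at least 30 cells and total cytoplasm GFP at most 10,000,000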
# HIV peptide binding: cell-free HIV fusion peptide-binding blockers – biochemical, uHTS, fluorescence dequenching, primary screen (AID 1986) | cell-free peptide binding, fluorescence dequenching, 30 min; higher % means a stronger effect | inhibition, % at 20 µM; hits with a dose series show IC50 in µM | 290,000 tested, 0.3% active; in the data active means inhibition mostly above about 52%, no sharp cut-off; inactive means mostly below about 76%; further: some results filed as inactive read as strong as hits
# GPR55 LPI antagonism: inhibition of LPI-stimulated GPR55 beta-arrestin translocation – imaging, U2OS, beta-arrestin-GFP, LPI agonist, primary screen (AID 2013); U2OS GPR55 beta-arrestin-GFP translocation imaging, LPI antagonism; higher % means a stronger effect; inhibition, % at 10 µM; hits with a dose series show IC50 in µM; 290,000 tested, 0.13% active;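 active means spots per cell inhibited over 60%, with over 100 cells counted and total cytoplasm intensity under 500,000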;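 further: U2OS cells stably carrying GPR55 and arrestin-GFP stimulated by 5 µM LPI near EC80; imaged beta-arrestin-GFP aggregate spots per cell after agonist stimulation; plate controls were LPI-stimulated DMSO wells for no effect and DMSO wells without LPI for full effect; some results filed as inactive read as strong as hits; confirmed hits need IC50 under 10 µM and bright autofluorescent wells are also inconclusive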
# GPR55 activation: GPR55 agonists via beta-arrestin recruitment, primary screen, imaging, U2OS cells, beta-arrestin-GFP redistribution (AID 1961); U2OS GPR55 beta-arrestin-GFP redistribution imaging; higher % means a stronger effect; one-dose activation, % at 10 µM; EC50 in µM for titrated hits; 290,000 tested, 0.048% active;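 active means activation above 40% with more than 50 cells counted in the well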;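 further: U2OS osteosarcoma cells stably expressing GPR55 and beta-arrestin-GFP; plate controls were DMSO negative control for no effect and LPI positive control for full effect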
# KOR beta-arrestin-2: kappa opioid receptor activators – cell-based, luminescence, uHTS, primary screen (AID 1777); KOR beta-arrestin recruitment, luminescence; higher % means a stronger effect; one-dose activation, % at 10 µM; EC50 in µM for titrated hits; 280,000 tested, 0.02% active; in the data active means activation above about 50%, passing the limit was not always enough; further: a part of the inactive calls stands beside numbers as strong as those of hits
# Numbers without * were called inactive; nt = not tested or not shown; [ ] = remark or other dose. The list is partial; count on the stated rates, not on these rows.
cpd	Structure	HIV peptide binding	GPR35 arrestin U2OS	Siah-1 displacement	KOR beta-arrestin-2	GPR55 LPI antagonism	GPR55 activation	AID2073	NOD1 inhibition	KOR beta-arrestin-1
1	O=C(NC1CCCC1)c1ccc2nc[nH]c2c1	-2.3%	-4%	-2%	4.9%	-14%	-0.1%	6%	-15%	28%
2	Cc1ccsc1/C=C(\C#N)C(=O)NCc1ccco1	-1.0%	0%	5%	-1.6%	1%	0.2%	7%	-27%	6%
3	O=C(NCc1ccccc1)NC(=O)c1ccccc1	4.0%	4%	-1%	0.8%	-4%	-0.1%	-3%	-49%	2%
4	O=C(c1ccc(CS(=O)Cc2ccc(Cl)cc2)o1)N1CCN(c2cccc(Cl)c2)CC1 (configuration not stated)	1.2%	3%	4%	1.0%	-2%	-0.2%	7%	4%	0%
5	COCC1CCCN(C(=O)c2ccc3oc(Cc4ccc(Cl)cc4)nc3c2)C1 (configuration not stated)	1.9%	-4%	-7%	2.7%	0%	-0.1%	9%	-11%	-18%
6	Nc1ncnc(Nc2ccc(F)cc2)n1	-2.8%	nt	0%	-1.4%	9%	-0.3%	0%	-2%	-7%
7	CCOC(=O)c1c(C)n(C)c2ccc(OC)c(NC(=O)CN3CCN(C4CCCCC4)CC3)c12	-0.9%	3%	2%	6.5%	0%	-0.1%	-7%	-3%	-46%
8	CC(=O)Nc1cnc2ccccc2n1	3.4%	-14%	-1%	-1.7%	8%	0.2%	-2%	-12%	-37%
9	Cc1cc(C)c2sc(NNC(=O)C3COc4ccccc4O3)nc2c1 (configuration not stated)	-2.8%	-7%	-2%	3.5%	3%	-0.3%	-12%	-19%	-28%
10	COc1ccccc1NC(=O)c1ccc(NC(=O)COC(=O)C2CCCCC2)cc1	1.7%	5%	2%	-2.4%	8%	-0.1%	3%	-4%	1%
11	Cc1cc(C)c(S(=O)(=O)N(C)CC(=O)NCc2cccnc2)c(C)c1	0.1%	10%	1%	2.7%	-5%	0.3%	10%	-5%	-3%
12	COc1cc(/C=C(\C#N)C(=O)NCC2CCCO2)ccc1O (configuration not stated)	2.3%	-2%	10%	1.3%	14%	-0.1%	-12%	2%	-11%
13	CC(=O)C1=C(C)Nc2ncnn2C1c1ccccc1 (configuration not stated)	1.0%	-3%	2%	1.4%	-5%	-0.2%	17%	-9%	-24%
14	CCN(CC)c1ccc(NC(=O)Cn2ncc3c(C)n(Cc4ccccc4F)c(C)c3c2=O)c(C)c1	-6.0%	-6%	1%	-3.1%	8%	0.5%	-2%	-2%	1%
15	Cc1cc2c(ccc3c2no[n+]3[O-])nn1	19%	0%	-6%	-6.6%	-6%	-0.1%	11%	10%	12%
16	CCNc1nc(SCC(=O)Nc2ccc(Cl)c(Cl)c2)nc(N2CCOCC2)n1	0.5%	-5%	5%	-1.4%	-5%	-0.2%	2%	-8%	-12%
17	Cc1nonc1OCCNCc1c(C(=O)N(C)C)nc2ccc(Cl)cn12	6.5%	18%	5%	nt	-6%	-0.1%	14%	-19%	-37%[20 µM]
18	COc1cccc(-c2cc(C(=O)N3C(C)CCCC3C)no2)c1 (configuration not stated)	-0.6%	-3%	-1%	0.4%	16%	-0.1%	-4%	-38%	-23%
19	O=C(COc1ccc([N+](=O)[O-])cc1)N/N=C/c1ccccn1	-1.7%	0%	-1%	-3.5%	-4%	-0.1%	-9%	19%	25%
20	O=C1CCC(=O)N1OCCOc1ccc2c(c1)CCC2	0.6%	0%	2%	-1.3%	1%	0.0%	-4%	nt	16%
21	Cc1ccc(N2C(=O)c3ccc(N)cc3C2=O)cc1C	0.4%	-4%	-1%	-0.7%	6%	-0.1%	27%	-33%	1%
22	CCS(=O)(=O)N1CCC(C(=O)NCCC2=CCCCC2)CC1	30%	16%	4%	-2.8%	-11%	0.3%	-1%	-36%	-2%
23	CC(C)CSc1nnc2c(n1)[nH]c1ccccc12	-1.3%	-14%	5%	-3.8%	19%	-0.1%	6%	-39%	-5%
24	O=C(Nc1cccnc1)c1ccccc1-c1nc(-c2ccccc2F)no1	1.7%	16%	0%	-5.4%	5%	-0.1%	2%	-7%	-23%
25	CCOC(=O)N1CCC(NC(=O)CS(=O)(=O)Cc2nc(-c3ccccc3C)oc2C)CC1	1.9%	-1%	6%	-1.0%	12%	0.5%	-1%	-14%	6%
26	NS(=O)(=O)c1ccc(Nc2ccc([N+](=O)[O-])c3nonc23)cc1	14%	2%	0%	0.6%	-12%	0.3%	-23%	-15%	-11%
27	COCCNC(=O)C(C)OC(=O)c1nsc(Cl)c1Cl (configuration not stated)	0.3%	3%	6%	-1.9%	3%	-0.1%	15%	11%	19%
28	Cc1nnc2sc(SCc3ccc(Cl)cc3)nn2c1=O	1.0%	2%	-3%	-5.6%	10%	-0.3%	-4%	-29%	11%
29	Cc1ccc(NCC(=O)N/N=C/c2c[nH]c3ccccc23)cc1	0.1%	2%	2%	-3.1%	7%	-0.4%	-1%	-30%	10%
30	CC(=O)c1cccc(CN2CCN(C3CCCCC3)C(CCO)C2)c1 (configuration not stated)	-0.5%	-10%	-5%	5.5%	3%	0.0%	11%	-6%	9%
31	CC(C)C(=O)N(Cc1ccc(F)cc1)Cc1nc2ccccc2c(=O)[nH]1	-0.6%	14%	28%	nt	3%	-0.1%	-1%	-19%	-25%[20 µM]
32	CCOC(=O)C(=CNc1cccnc1Oc1ccc(C)c2c1CCC2)C(=O)OCC	-0.9%	15%	1%	-0.7%	15%	0.0%	10%	14%	32%
33	O=C(Nc1cccc([N+](=O)[O-])c1)c1ccc(CSc2ccccc2)cc1	-2.5%	3%	1%	2.7%	22%	-2.3%	7%	9%	-1%
34	Cc1cc(OC(C)C(=O)N2CCN(c3ccc(F)cc3)CC2)c2c(C)c(C)c(=O)oc2c1 (configuration not stated)	-2.3%	-4%	0%	-2.3%	10%	-0.1%	2%	-27%	-2%
35	O=C(O)c1ccc(NS(=O)(=O)c2ccc3c(c2)C2C=CCC2C(c2ccccc2F)N3)cc1 (configuration not stated)	18µM*	-2%	5%	-0.6%	15%	-0.3%	nt	-10%	-18%
36	O=C1CC(c2cccs2)Cc2nc(NC(=O)C3CC3)ncc21 (configuration not stated)	-1.8%	23%	-2%	12%	17%	-0.2%	15%	-4%	22%
37	CC1C(=O)C(C)C(c2ccc(O)cc2)NC1c1ccc(O)cc1 (configuration not stated)	-1.3%	-3%	8%	-5.1%	-5%	-0.1%	-4%	-12%	-16%
38	CCc1ccc(NC(=O)C2CCN(c3c(N4CCCC4)c(=O)c3=O)CC2)cc1	-1.7%	16%	5%	4.8%	10%	-0.1%	0%	7%	-18%
39	Cn1ccnc1C(O)c1ccco1 (configuration not stated)	4.1%	-4%	4%	-0.9%	7%	-0.1%	13%	-7%	-11%
40	Cc1cc(C)n(-c2nc3ccccc3nc2Nc2ccc3[nH]c(=O)[nH]c3c2)n1	6.0%	6%	-3%	-0.8%	4%	-0.2%	0%	0%	-32%
41	Cc1nnc(SCC(=O)NNC(=O)COc2ccc(Cl)cc2)n1C	3.1%	-4%	2%	1.0%	2%	0.3%	2%	13%	-18%
42	O=C(NC1CC1)C1=C[C@@H](C2CC2)C[C@@H](OCc2ccc(CO)cc2)O1	0.4%	18%	0%	4.2%	1%	-0.1%	3%	-7%	-4%
43	CCCOc1ccc(C(C)=O)cc1CC(C(=O)OCC)C(=O)OCC	1.7%	12%	5%	-0.2%	14%	-0.1%	-1%	2%	-15%
44	O=C(c1cccs1)N1CCN(C(=O)c2ccco2)c2ccccc2C1	3.9%	7%	0%	-3.4%	23%	0.3%	-11%	-5%	26%
45	CCOC(=O)c1cc2c(=O)n3ccccc3nc2n(C(C)C)c1=NC(=O)c1c(-c2ccccc2Cl)noc1C	0.6%	-12%	6%	-6.0%	14%	-0.3%	32%	20%	-23%
46	O=C(CN1CCN(Cc2ccccc2)CC1)Nc1ccc2c(c1)CCC2	-1.8%	-8%	-1%	1.7%	4%	-0.5%	6%	-31%	-7%
47	Cn1c(SCc2ccccn2)nnc1-c1ccncc1	-2.5%	12%	0%	-8.6%	15%	0.5%	1%	9%	-28%
48	O=C(Oc1ccc(N(Cc2cccs2)C2=NS(=O)(=O)c3ccccc32)cc1)c1ccccc1Cl	-0.9%	-6%	-2%	-7.6%	-2%	0.0%	1%	-18%	6%
49	Cc1cc(C)c2oc(C(=O)NCCc3ccc(S(N)(=O)=O)cc3)cc(=O)c2c1	1.1%	6%	6%	-3.3%	0%	0.3%	-2%	-3%	10%
50	CCC(=O)NC(=S)Nc1ccc(NC(=O)c2ccc([N+](=O)[O-])cc2Cl)cc1	-3.9%	-2%	12%	-3.1%	5%	-0.3%	3%	-17%	5%
51	COP(=O)(OC)c1nc(-c2ccccc2)oc1NCc1ccccc1	-1.7%	4%	1%	-4.8%	7%	0.5%	2%	-9%	18%
52	Fc1ccccc1OCCCCN1CCCCC1	-0.7%	-4%	6%	-0.8%	10%	2.1%	-3%	-15%	5%
53	CCCn1cc(CN2CCCC(C(=O)c3cccc(OC(C)C)c3)C2)c(C)n1 (configuration not stated)	1.1%	-2%	4%	nt	18%	0.3%	5%	-19%	17%[20 µM]
54	Cc1ccc(NC(=O)COC(=O)Cn2cnc3c2c(=O)n(C)c(=O)n3C)cc1Cl	1.5%	5%	7%	-4.7%	10%	0.6%	-2%	-48%	-5%

# 6 compounds out of the list, ordered by count of non-hydrogen atoms, smallest number first.
cpd	Structure	HIV peptide binding	GPR35 arrestin U2OS	Siah-1 displacement	KOR beta-arrestin-2	GPR55 LPI antagonism	GPR55 activation	AID2073	NOD1 inhibition	KOR beta-arrestin-1
47	Cn1c(SCc2ccccn2)nnc1-c1ccncc1	-2.5%	12%	0%	-8.6%	15%	0.5%	1%	9%	-28%
51	COP(=O)(OC)c1nc(-c2ccccc2)oc1NCc1ccccc1	-1.7%	4%	1%	-4.8%	7%	0.5%	2%	-9%	18%
50	CCC(=O)NC(=S)Nc1ccc(NC(=O)c2ccc([N+](=O)[O-])cc2Cl)cc1	-3.9%	-2%	12%	-3.1%	5%	-0.3%	3%	-17%	5%
53	CCCn1cc(CN2CCCC(C(=O)c3cccc(OC(C)C)c3)C2)c(C)n1 (configuration not stated)	1.1%	-2%	4%	nt	18%	0.3%	5%	-19%	17%[20 µM]
54	Cc1ccc(NC(=O)COC(=O)Cn2cnc3c2c(=O)n(C)c(=O)n3C)cc1Cl	1.5%	5%	7%	-4.7%	10%	0.6%	-2%	-48%	-5%
45	CCOC(=O)c1cc2c(=O)n3ccccc3nc2n(C(C)C)c1=NC(=O)c1c(-c2ccccc2Cl)noc1C	0.6%	-12%	6%	-6.0%	14%	-0.3%	32%	20%	-23%
